NLRP3 yeast inh: NALP3 inflammasome inhibitors in reconstituted yeast, primary screen, luminescence, uHTS; Yeast reconstituted NLRP3/ASC/caspase-1, beta-gal luminescence, 24 h; inhibition, % at 10 µM; 330,000 tested, 0.39% active;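 active = inhibition of 50% or more; inactive = inhibition below 50%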;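 note: plate controls were induced DMSO wells for no effect and uninduced yeast grown without galactose for full effect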
hIAP act: human IAP activators, primary screen, biochemical, luminescence, uHTS; purified human IAP, CDP-Star luminescence, 30 min; stronger effect = higher value; 1 = vehicle-only enzyme, 0 = enzyme-free background; activation factor at 10 µM; 330,000 tested, 0.16% active; AID 2524, 2010;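 active = activation factor of the enzyme at least 2-fold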; note: the source names both 10 and 20 µM as test concentration; values of inactives mirror those of a sister screen read the other way
Target sequence (P09923 whole entry, looked up): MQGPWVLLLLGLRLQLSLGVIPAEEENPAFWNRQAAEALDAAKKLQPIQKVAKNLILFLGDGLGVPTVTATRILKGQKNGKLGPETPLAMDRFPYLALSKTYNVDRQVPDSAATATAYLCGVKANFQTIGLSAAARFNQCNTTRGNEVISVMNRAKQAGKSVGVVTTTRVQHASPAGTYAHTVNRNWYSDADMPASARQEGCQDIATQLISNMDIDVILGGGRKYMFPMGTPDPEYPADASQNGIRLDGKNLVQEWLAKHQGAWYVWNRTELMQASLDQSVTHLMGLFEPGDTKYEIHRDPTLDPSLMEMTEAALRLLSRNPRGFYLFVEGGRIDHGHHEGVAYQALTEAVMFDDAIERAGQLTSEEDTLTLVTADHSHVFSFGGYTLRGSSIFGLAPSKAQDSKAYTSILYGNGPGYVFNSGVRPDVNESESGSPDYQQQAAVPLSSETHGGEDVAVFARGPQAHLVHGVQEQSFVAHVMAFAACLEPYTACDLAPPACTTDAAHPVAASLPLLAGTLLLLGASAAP
mIAP activ: activators of mouse IAP, primary screen, biochemical, luminescence, uHTS. activation factor at 10 µM. 330,000 tested, 0.24% active. AID 2805, 2010. intestinal alkaline phosphatase [Mus musculus]. muIAP, CDP-Star luminescence, 30 min; stronger effect = higher value; 1 = vehicle-only enzyme signal, 0 = enzyme-free wells;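 active = activation factor of at least 2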; note: the source names both 10 and 20 µM as test concentration; values of inactives mirror those of a sister screen read the other way
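Assay system: mouse IAP enzyme; Reagent: CDP-Star chemiluminescent phosphatase substrate; Compound: DMSO-dissolved test compounds; Incubation: 30 min, room temperature; Technique: luminescence from enzymatic CDP-Star hydrolysis; Controls: DMSO-only wells and no-enzyme negative control.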
SENP1 inh: human SENP1 catalytic domain inhibitors, primary screen, biochemical, FRET, uHTS | inhibition, % at 10 µM | recombinant SENP1 catalytic domain, CyPet-SUMO1-YPet FRET cleavage | AID 624204, 2012 | 360,000 tested, 0.21% active | Sentrin-specific protease 1 (Homo sapiens), Q9P0U3;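 active = inhibition at least 30% at 10 µM, raw YFP signal under a set limit, fluorescence ratio 0.5 to 1.5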;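 note: 0% = enzyme with DMSO and 100% = no enzyme wells; some results filed as inactive read as strong as hits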
Target sequence (Q9P0U3 419-644 limits assumed): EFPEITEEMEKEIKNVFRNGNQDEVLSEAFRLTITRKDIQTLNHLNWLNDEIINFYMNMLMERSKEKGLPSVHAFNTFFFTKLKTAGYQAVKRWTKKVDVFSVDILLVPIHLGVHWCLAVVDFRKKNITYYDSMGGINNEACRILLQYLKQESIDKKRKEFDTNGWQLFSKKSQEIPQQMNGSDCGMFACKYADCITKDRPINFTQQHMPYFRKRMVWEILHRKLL
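Assay system – human recombinant His6-tagged SENP1 catalytic domain enzyme · Input – SENP1 enzyme, 20 pM final · Buffer or medium – Tris pH 8 buffer plus EDTA, NaCl, BME, BSA, NP40, catalase · Schedule – 50 min reaction at room temperature · Technique – FRET read of cyan and yellow fluorescence · Control set – no-enzyme wells low, DMSO-plus-enzyme wells high control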
APOBEC3A inh: APOBEC3A ssDNA deaminase inhibitors, primary screen, selectivity assay for APOBEC3G inhibitor project, biochemical, FAM/TAMRA oligo cleavage fluorescence | DNA dC->dU-editing enzyme APOBEC-3A (Homo sapiens), P31941 | recombinant A3A, FAM/TAMRA ssDNA deamination fluorescence | inhibition, % at 20 µM | 330,000 tested, 0.41% active;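 active = at least 40% inhibition at 20 µM here, with at most 30% in a related deaminase screen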;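 note: plate controls were A3A with DMSO for no effect and wells lacking A3A enzyme for full effect; some results filed as inactive read as strong as hits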
Target sequence (P31941 whole entry, looked up): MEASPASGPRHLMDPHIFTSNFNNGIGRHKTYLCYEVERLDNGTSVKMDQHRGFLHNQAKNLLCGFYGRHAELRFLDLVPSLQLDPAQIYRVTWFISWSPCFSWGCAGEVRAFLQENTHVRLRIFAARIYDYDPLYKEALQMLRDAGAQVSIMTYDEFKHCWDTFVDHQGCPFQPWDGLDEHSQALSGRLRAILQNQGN
hIAP inh: human IAP inhibitors, primary screen, biochemical, luminescence, uHTS; Intestinal-type alkaline phosphatase (Homo sapiens), P09923; purified IAP, CDP-Star luminescence, 30 min; inhibition, % at 10 µM; 330,000 tested, 0.12% active;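 active = inhibition reaching a set limit with compound at 10 µM in the primary screen, cut at about 35% in these data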;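 note: plate controls were DMSO wells with enzyme for no effect and no-enzyme buffer wells for full effect; values of inactives mirror those of a sister screen read the other way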
APOBEC3G inh: APOBEC3G DNA deaminase inhibitors, primary screen, biochemical, fluorescence, single-stranded DNA substrate, uHTS. inhibition, % at 20 µM. AID 493012, 2011. recombinant A3G, ssDNA deamination FAM/TAMRA fluorescence. 330,000 tested, 0.28% active;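 active = inhibition of at least 40% at 20 µM, with no more than 30% in the related APOBEC3A deaminase screen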;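 note: plate controls were DMSO wells with A3G for no effect and wells lacking A3G enzyme for full effect; some compounds called inactive have numbers as strong as hits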
beta cell repl: inducers of MIN6 beta-cell proliferation, primary screen, ATP luminescence, uHTS; MIN6 cells proliferation, ATPlite luminescence, 48 h; cells starved in 0.2% serum; 100% = growth in 10% serum; proliferation, % at 10 µM; 330,000 tested, 0.29% active;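 active = compounds whose signal lies at least 3.5 SD above the mean of all wells on their plate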;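 note: 0% = DMSO-treated cells in low-serum medium and 100% = 10% serum control; some compounds called inactive have numbers as strong as hits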
mIAP inh: inhibitors of mouse IAP, primary screen, biochemical, luminescence, uHTS. 330,000 tested, 0.2% active. purified mouse IAP, CDP-Star luminescence, 30 min. inhibition, % at 10 µM. intestinal alkaline phosphatase [Mus musculus];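 active = inhibition of at least 40% at 10 µM in the primary screen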;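 note: plate controls were DMSO with enzyme for no effect and no enzyme wells for full effect; values of inactives mirror those of a sister screen read the other way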
* hit, by the source's call; . = no result given. Some of the compounds tested; rates above refer to the full screens.

SMILES	NLRP3 yeast inh	hIAP act	mIAP activ	SENP1 inh	APOBEC3A inh	hIAP inh	APOBEC3G inh	beta cell repl	mIAP inh
CCOC(=O)c1c(C)oc2cc(Br)c(OC)cc12	1	0.94	0.96	2	-2	6	-4	-1	4
CN(C)S(=O)(=O)c1ccc2nnn(OCC(=O)NC34CC5CC(CC(C5)C3)C4)c2c1	11	0.86	1	0	-2	14	-9	2	-2
Cc1ccc(/C=C2/SC(=O)NC2=S)o1	11	1.1	0.55	-28	72	-8	46	-3	45*
C=CCN(CC=C)S(=O)(=O)c1ccc(NC(=S)NC(=O)Cc2ccc(OC)cc2)cc1	19	0.77	0.8	2	0	23	-6	-6	20
CC(=O)N1CCc2cc(S(=O)(=O)CCC(=O)N(C)c3cc(C)ccc3C)ccc21	0	1.1	0.99	2	-2	-7	-4	-3	1
CCn1cc(C(=O)O)c(=O)c2cnc(N3CCN(C(=S)NC(=O)c4ccccc4Cl)CC3)nc21	12	0.97	1	.	1	3	-5	-3	-1
COc1cccc2cc(C(=O)Nc3ccccc3C)/c(=N/NS(=O)(=O)c3ccccc3)oc12	15	1	0.98	3	-5	-2	-6	-2	2
O=C1c2cccnc2Nc2ccccc2N1CCCF	24	1.3	1	-1	-2	-31	-5	1	-1
O=C(O)/C=C/c1ccc2noc(-c3ccccc3)c2c1	-1	0.85	0.97	-4	-4	15	-6	-2	3
COc1ccc(C2CC(=O)Nc3cc(OC)c(OC)cc32)cc1Br (configuration not stated)	21	1.1	0.95	-2	-6	-14	-7	4	4
CCOC(=O)N1CCC(NC(=O)c2cnn3ccccc23)CC1	20	0.83	0.97	0	1	17	-1	-3	3
CCCOc1cccc(C(=O)N(Cc2cccs2)C2CCS(=O)(=O)C2)c1 (configuration not stated)	-2	0.78	0.93	-1	-1	22	-1	0	7
O=C(CN1C(=O)COc2ccc(Cl)cc21)N1CCOCC1	5	0.8	1.1	2	-1	20	-3	4	-9
Cc1cc(C)cc(NS(=O)(=O)c2csc(C(N)=O)c2)c1	11	1.1	1.1	3	-1	-7	9	0	-8
CCOC(=O)C1CCCN(C(=O)c2cn(C)c(=O)c3cc(OC)c(OC)cc23)C1 (configuration not stated)	-3	0.89	1	1	-3	11	-3	-3	-2
CC(C)CCn1cnc2c(sc3nc4c(cc32)CSC(C)(C)C4)c1=O	3	0.95	0.9	2	-4	5	-7	-1	10
Cc1c(Cc2ccccc2)c(=O)oc2c(C)c(OCC(=O)NCc3ccccn3)ccc12	7	1	0.92	2	-2	-4	-1	5	8
Cc1cccc(Cc2c(C)nc3nc(SCC(=O)NCc4ccco4)nn3c2C)c1	-10	1.1	1	-2	0	-6	-5	-2	-2
CC1(C)CC2(C)Nc3ccccc3N2C(=S)N1 (configuration not stated)	11	0.95	1.1	-1	-3	5	-11	-1	-6
O=C(OCC(=O)c1cccs1)c1ccc(NC(=O)c2ccco2)cc1	-5	0.98	0.92	-1	4	2	-1	-1	8

Overlap with the part before: 2 entries, then new ones.
SMILES	NLRP3 yeast inh	hIAP act	mIAP activ	SENP1 inh	APOBEC3A inh	hIAP inh	APOBEC3G inh	beta cell repl	mIAP inh
CC1(C)CC2(C)Nc3ccccc3N2C(=S)N1 (configuration not stated)	11	0.95	1.1	-1	-3	5	-11	-1	-6
O=C(OCC(=O)c1cccs1)c1ccc(NC(=O)c2ccco2)cc1	-5	0.98	0.92	-1	4	2	-1	-1	8
C=CCn1c(CNc2ccccc2)nnc1SCC(=O)N/N=C/c1ccc(O)cc1O	8	0.97	0.92	-9	-4	3	-7	-2	8
O=C(NCc1ccc2c(c1)OCO2)C1CC(=O)N(CCc2ccccc2)C1 (configuration not stated)	16	0.88	1.1	-1	-3	12	-8	-3	-12
CCOC(=O)c1c(NC(=O)C2Cc3ccccc3C(=O)O2)sc2c1CCCC2 (configuration not stated)	1	0.78	0.88	0	-2	22	-10	-4	12
CN(C)c1ccc(N2C(=NC(=O)CCc3ccccc3)SC3CS(=O)(=O)CC32)cc1 (configuration not stated)	21	1.1	1	-2	-6	-10	-7	-2	-2
COc1ccc(OC)c(NC(=O)CS(=O)(=O)c2ccccc2)c1	10	0.95	0.93	1	3	5	-2	-3	7
CCN(CC)c1ccc(N2C(=NC(=O)C3CCCO3)SC3CS(=O)(=O)CC32)cc1 (configuration not stated)	1	1.1	1	3	-6	-9	-6	-2	-3
O=C(CCN1C(=O)c2ccccc2C1=O)Nc1cccnc1	19	0.89	1.1	0	0	11	-1	-3	-6
COc1ccccc1C(=O)N/C(=C\c1ccccc1)C(=O)NC(C)C(=O)O (configuration not stated)	13	0.95	1.2	1	-4	5	-7	-1	-17
CN(C)C(CNC(=O)NC1CCCCC1)c1cccnc1 (configuration not stated)	-2	0.91	0.93	-2	0	9	0	-2	7
O=C(CCC1CCCN(C(=O)CCC(F)(F)F)C1)NCc1ccc(F)c(F)c1 (configuration not stated)	15	1.1	1	2	-2	-7	-3	1	-2
CCc1nn(CC(=O)NCCCc2ccccc2)c(=O)c2cc3cc(F)ccc3n12	9	0.77	1.1	-2	-2	23	3	-3	-15
COc1ccc2c(c1OC)C(=O)OC2Nc1ccccc1S(=O)(=O)C(F)F (configuration not stated)	11	1.1	0.99	-2	1	-6	-2	-3	1
Cc1cccc(NC(=O)C2(c3ccccc3)CCOCC2)c1	23	1.1	0.96	1	-4	-9	-5	-3	4
CCOC(=O)C1(Cc2cccc(Cl)c2)CCCN(CCO)C1 (configuration not stated)	20	0.94	1	-7	0	6	-4	-4	-1
Cc1nc2nc(-c3cccnc3)[nH]n2c(=O)c1Cc1ccccc1	-4	0.88	1	0	1	12	3	-3	-2
Cc1cc(C)c([N+](=O)[O-])cc1-c1ccc(/C=N/NC(=O)c2nonc2N)o1	10	1.1	0.91	1	-1	-7	-2	-6	10
C=CCSc1nnc(Cn2c(=O)sc3ccccc32)n1C	6	0.98	1	3	1	2	2	0	0
CC1(c2ccccc2)NC(=O)N(CC(=O)N(CC(=O)Nc2ccccc2C(F)(F)F)Cc2ccco2)C1=O (configuration not stated)	13	0.97	0.96	-3	-2	3	-8	1	4
O=C(NCc1ccccc1)c1csc2c1CCCCC2	15	0.99	1.1	3	-1	1	0	-2	-5
CS(=O)(=O)c1ccc(Cl)c(NC(=O)COC(=O)CCN=C2NS(=O)(=O)c3ccccc32)c1	8	1.2	0.97	1	0	-20	-2	-4	3
CC(OC(=O)c1ccc(Cl)nc1)C(=O)NC(C)(C)C (configuration not stated)	14	0.91	1	0	4	9	-1	0	-2
O=C(Nc1cc(S(=O)(=O)N2CCOCC2)ccc1N1CCOCC1)c1c(F)cccc1Cl	10	1	1.1	-4	-3	-4	-5	1	-8
CCOC(=O)N1CCN(C(=O)c2ccc(N3C(=O)c4ccccc4C3=O)cc2)CC1	7	0.95	1	0	2	5	0	-3	-5
OCC1CCCN(c2ncnc3scc(-c4ccccc4)c23)C1 (configuration not stated)	19	1	1	-8	-1	0	-10	3	-4
CCc1cc(C(=O)NCC(c2ccco2)N2CCCCC2)sc1C (configuration not stated)	4	1.2	1.1	-2	-3	-23	-7	-1	-14
CCCCn1c(N)c(N(CCOC)C(=O)c2cccc(S(=O)(=O)N(C)c3ccc(C)cc3)c2)c(=O)[nH]c1=O	10	0.94	0.9	0	-3	6	-7	4	10
CC(C)CC(NC(N)=O)C(=O)OCC(=O)Nc1ccc(SC(F)F)cc1 (configuration not stated)	3	0.97	0.94	1	0	3	-3	-2	6
C=CCn1c(SCC(=O)Nc2ccc(Br)cc2)nc(O)c(CC)c1=O	-6	1.1	0.96	-94	-10	-11	-9	-2	4
CCN(CC)C(=O)C(=O)c1ccn(-c2c(C)csc2C(=O)OC)c1	-4	0.97	0.95	0	-2	3	-5	2	4
CC1CCCN(C2(O)C(=O)Nc3ccc(Cl)cc32)C1 (configuration not stated)	22	1	1	-2	2	-2	-1	-1	0
Cc1ccccc1-c1nnc(-c2ccc(Cl)cc2)o1	18	0.92	1	-1	-4	8	-5	-3	-3
COc1ccc(Cn2c(=O)[nH]c3cc(C(=O)N4CCN(c5ccc(C(C)=O)cc5)CC4)ccc3c2=O)cc1	15	0.91	0.92	2	2	9	-4	0	8
CCC(C)NC(=O)c1cc(C)no1 (configuration not stated)	-4	0.85	1	1	-2	15	-4	1	0
CCc1nc(-c2ccc(-c3ccc(OC)cc3)nc2OC)no1	40	1.1	1	-55	1	-14	-2	-4	0
Cc1cc(C)cc(OCC(=O)N(Cc2ccccc2)C2CCS(=O)(=O)C2)c1 (configuration not stated)	10	1	0.96	2	-2	0	-10	0	4
COc1ccc(C(C)=O)cc1COc1ccc(Cl)cc1Cl	25	1.1	0.85	1	-2	-12	-3	-1	15
COc1ccc(-c2ccc(SCC(=O)NC3CCCC3)nn2)cc1OC	6	1	1	2	2	-2	1	-4	-1
Cc1cccc(CC2CC(=O)N(c3ccc([N+](=O)[O-])cc3)C2=O)c1 (configuration not stated)	21	1	0.94	2	-2	-1	-3	0	6
CCOC(=O)N1CCC(Nc2c(NCCCN(CC)c3cccc(C)c3)c(=O)c2=O)CC1	17	0.8	1.1	-1	-2	20	-8	0	-14
COc1ccc(CC(=O)OCC(=O)c2ccc[nH]2)cc1	10	1.2	1.1	-1	2	-17	5	-5	-12
CCCCOc1cccc(/C=N/NC(=O)c2csc(C)c2C)c1	26	0.8	1	4	2	20	2	-4	-4
O=C(O)CCCCCCNC(=O)c1cncc(O)c1	7	1	1.1	-3	5	-1	0	-1	-8
C=C[C@@]1(C)CC(=O)[C@]2(O)[C@@]3(C)[C@@H](O)CCC(C)(C)[C@@H]3[C@H](OC(C)=O)[C@H](O)[C@@]2(C)O1	6	0.94	1	1	-3	6	-11	6	0
Cc1ccc(C2N3CC4([N+](=O)[O-])CN2CC([N+](=O)[O-])(C3)C4(C)C)cc1 (configuration not stated)	7	0.98	0.98	2	-5	2	-5	-2	2
COc1cc(Cl)ccc1NC(=S)N(CCN(C)C)C(C)c1ccncc1 (configuration not stated)	-12	1.1	1	1	1	-9	-3	-1	-3

For convenience, some entries already given:
SMILES	NLRP3 yeast inh	hIAP act	mIAP activ	SENP1 inh	APOBEC3A inh	hIAP inh	APOBEC3G inh	beta cell repl	mIAP inh
Cc1ccc(C2N3CC4([N+](=O)[O-])CN2CC([N+](=O)[O-])(C3)C4(C)C)cc1 (configuration not stated)	7	0.98	0.98	2	-5	2	-5	-2	2
COc1cc(Cl)ccc1NC(=S)N(CCN(C)C)C(C)c1ccncc1 (configuration not stated)	-12	1.1	1	1	1	-9	-3	-1	-3

Source: PubChem (Sanford-Burnham Center for Chemical Genomics)
